TDP1 inh – blocks human tyrosyl-DNA phosphodiesterase 1; 350,000 compounds, 0.28% hits; AID 485290; Q9NUW8; recombinant TDP1, AlphaScreen DNA substrate cleavage; Potency, µM (top dose mostly 130 µM), inactives show top-dose activity change, negative = inhibition, most hits filed as inhibitors; also: nearly all actives have a fitted effect of over 40% in size
Target sequence (Q9NUW8 whole entry, looked up): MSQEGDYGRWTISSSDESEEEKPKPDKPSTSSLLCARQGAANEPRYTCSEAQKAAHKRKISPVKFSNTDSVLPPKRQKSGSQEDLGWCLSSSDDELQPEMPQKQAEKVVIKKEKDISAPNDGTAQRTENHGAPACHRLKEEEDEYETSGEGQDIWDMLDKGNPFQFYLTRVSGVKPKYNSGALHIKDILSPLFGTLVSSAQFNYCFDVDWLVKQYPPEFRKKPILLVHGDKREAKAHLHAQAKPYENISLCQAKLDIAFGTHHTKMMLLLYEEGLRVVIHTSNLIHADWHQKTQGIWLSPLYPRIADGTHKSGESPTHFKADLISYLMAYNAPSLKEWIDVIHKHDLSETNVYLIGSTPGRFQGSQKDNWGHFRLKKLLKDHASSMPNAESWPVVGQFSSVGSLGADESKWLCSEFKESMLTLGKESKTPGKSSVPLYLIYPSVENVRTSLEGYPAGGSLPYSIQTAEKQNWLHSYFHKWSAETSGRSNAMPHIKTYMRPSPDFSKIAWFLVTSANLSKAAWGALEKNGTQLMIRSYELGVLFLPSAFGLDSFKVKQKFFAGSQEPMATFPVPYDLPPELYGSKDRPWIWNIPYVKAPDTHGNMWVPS
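Enzyme-compound mixtures sat 15 min at room temperature, followed by a 5 min reaction with 15 nM final substrate and 10 min with AlphaScreen beads. Recombinant human Tdp1 was used at 1 nM final.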
N370S GC mod – inhibits or activates N370S mutant glucocerebrosidase; Potency, µM (highest dose often 59.4 µM), without a hit: at the top dose activity change, negative = inhibition, actives largely listed as inhibitors; 330,000 compounds, 0.092% hits; P04062; N370S GC spleen homogenate, 4MU-glucoside fluorescence;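 also: 0% = full enzyme activity and -100% = no enzyme basal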
TDP1 cell noCPT – qHTS for Inhibitors of human tyrosyl-DNA phosphodiesterase 1 (TDP1): qHTS in cells in absence of CPT; AID 686978, 2013; DT40 Tdp1-/- hTDP1 cells, no CPT, ATP luminescence, 48 h; 420,000 compounds, 15% hits; Potency, µM (titrated, usually from 46.2 µM), without a hit: top-dose activity change, negative = growth inhibition, most hits filed as inhibitors; also: nearly all actives have a fitted effect of over 55% in size
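A cellular qHTS used chicken DT40 cells lacking endogenous Tdp1 but carrying stably transfected human TDP1. Compounds were applied without camptothecin, and cell growth kinetics were judged by ATP-dependent luminescence after ≥48 hr.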
Active calls of the source: *; ? = inconclusive; . = not tested or not shown; [ ] = another dose, or the depositor's remark. Calls follow the shape of the dose curve; as a rule, active = well fitted curve in the direction sought with a large enough effect; inconclusive = small, poorly fitted or top-dose-only effect, or another doubt; inactive = no such curve, though single readings can be large; an effect the other way counts as inactive or inconclusive. Unless noted, % is scaled to controls: 0 for no effect and ±100 for the full control effect; potency is read from the fitted curve at half-maximal effect. This is a subset; count on the stated rates, not on these rows.

SMILES	TDP1 inh	N370S GC mod	TDP1 cell noCPT
Cc1ccc(S(=O)(=O)N2CCN(C(=O)COC(=O)CNC(=O)c3ccc(Cl)cc3Cl)CC2)cc1	-16%[0.505 µM]	1%	-26%
CC1=Nn2c(nnc2-c2ccccc2Cl)SC1	8%	-24%	7%
Cc1cc2ncn(CCOc3ccccc3C#N)c2cc1C	11%	13%	?
Cc1c(NC(=O)CS(=O)(=O)c2ccccc2)c(=O)n(-c2ccccc2)n1C	3%	-7%	13%
O=C(CN1CCOc2ccccc21)NCc1ccccc1	3%	6%	-3%
CC(=O)Nc1ccc(NC(=O)CSc2nnc(-c3cccnc3)o2)cc1	1%[0.505 µM]	-7%	-5%
COc1cccc(NC(=O)Cn2cnc3c(oc4nc5c(cc43)CCCC5)c2=O)c1	-3%	0%	23%
COC(=O)C(C)NC(=O)c1ccc(C(C)(C)C)cc1 (configuration not stated)	3%	3%	9%
COc1ccccc1NC(=O)CSc1oc(-c2ccc(F)cc2)nc1S(=O)(=O)c1ccc(Br)cc1	3%	.	13µM*
COC(=O)Nc1ccc2ncn(C)c(=O)c2c1	-1%	-1%	-14%
CCCCn1c(=O)[nH]c(=O)c2c1nc(Cn1ncc(Cl)c(Cl)c1=O)n2CCC	3%	?	2.6µM*
COc1cccc(C(=O)N(CN2CCCC2=O)c2cccc(Cl)c2)c1	4%	16%	?
O=C(CSCn1nnc2c(=O)[nH]c(Cc3ccc(F)cc3)nc21)Nc1cccc(C(F)(F)F)c1	9%	.	?
COc1cc(S(=O)(=O)NC2CCCC2)ccc1F	5%	-15%	-1%
CCOc1ccc(CCNC(=O)Cn2c(=O)c3cccn3c3cccnc32)cc1	-4%	0%	1%
Cc1ccc(/C([O-])=C(/C(=S)NCc2ccco2)[n+]2ccccc2)cc1	-6%	5%	.
Cc1ccc(CNC(=O)CCC2CCCN(Cc3cc4ccccc4o3)C2)o1 (configuration not stated)	.	15%	?
Cc1ccc(NC(=O)N2CCCC(C(=O)O)C2)cc1 (configuration not stated)	-1%	-12%	5%
COCCN1Cc2cccc(C(=O)Nc3ccc(C)cc3)c2C1=O	8%	3%	?
CC(C)(C)c1ccc(C(=O)NCc2ccc(Cl)cc2)cc1	0%	-5%	-9%
Cc1ccccc1NC(=O)OCc1ccccc1	2%	-1%	7%
C=CCSc1nnc(-c2cc(C(C)(C)C)nn2Cc2ccc(F)cc2)n1C	-5%	7%	?
COc1ccc(OC)c(NC(=O)C2CCCN(S(=O)(=O)c3ccc(-n4cnnn4)cc3)C2)c1 (configuration not stated)	15%	4%	?
O=C1CCc2cc(S(=O)(=O)NC(Cc3ccccc3)C(=O)NC3CCCC3)ccc2N1 (configuration not stated)	-1%	-2%	-12%
Cc1cc(C)n(CCc2nc3c4ccccc4nc(SCc4ccc(F)cc4)n3n2)n1	0%	.	10%

Copied from the list:
Value for COc1cccc(C(=O)N(CN2CCCC2=O)c2cccc(Cl)c2)c1 under TDP1 inh: 4%
Value for COC(=O)Nc1ccc2ncn(C)c(=O)c2c1 under TDP1 cell noCPT: -14%
Value for Cc1ccccc1NC(=O)OCc1ccccc1 under N370S GC mod: -1%
Value for O=C1CCc2cc(S(=O)(=O)NC(Cc3ccccc3)C(=O)NC3CCCC3)ccc2N1 (configuration not stated) under TDP1 cell noCPT: -12%
Value for O=C(CSCn1nnc2c(=O)[nH]c(Cc3ccc(F)cc3)nc21)Nc1cccc(C(F)(F)F)c1 under TDP1 inh: 9%

Other results
SMILES	TDP1 inh	N370S GC mod	TDP1 cell noCPT
CCC[C@@H](CN[C@@H](CNC)[C@H](C)CC)NCC1CCC(C(C)(C)C)CC1 (some centres not stated)	.	-3%	0.65µM*
CC(C)CC(NC(=O)C1CCC(C)CC1)C(=O)Nc1ccccn1 (configuration not stated)	1%	9%	?
CN(C)c1ccc(CN2CCCCCC2)cc1	4%	-4%	1%
O=c1[nH]c(SCc2ccccc2)nc2ccsc12	5%	2%	-27%
C=C(C)Cn1c(N2CC(C)CC(C)C2)nc2c1c(=O)[nH]c(=O)n2C (configuration not stated)	.	8%	?
S=c1[nH]nc(-c2ccc(Cl)cc2Cl)n1-c1ccc(Cl)cc1	5%	4%	1%
CC(C)(C)c1ccc(C(=O)NCC(=O)O)cc1	-5%	-4%	-1%
COc1ccc(-c2nnn(CCc3nn[nH]n3)n2)cc1OC	5%	4%	6%
COCCN(C(=O)c1snc(C(N)=O)c1N)C(C(=O)NC1CCCCC1)c1cc(OC)c(OC)c(OC)c1 (configuration not stated)	.	12%	-10%
CSc1ncccc1C(=O)OCC(=O)NC(C)C	3%	10%	-17%
Cc1noc(C)c1COC(=O)c1cc(S(=O)(=O)N2CCOCC2)ccc1F	0%	.	-27%
O=C(Cc1cccs1)N/N=C/C=C\c1ccccc1[N+](=O)[O-]	3%	-1%	-7%
Cc1cc(C(=O)N/N=C/c2ccc3c(c2)OCO3)c(C)n1-c1ccc(F)cc1	6%	-13%	13µM*
COc1cc(OC)cc(-n2nc(C(=O)N3CC(C)CC(C)C3)c3ccccc3c2=O)c1 (configuration not stated)	5%	-4%	?
Cc1ccc(CNC(=O)c2c(O)nc3c(C)cccn3c2=O)cc1	-2%	.	?
COc1ccccc1NC(=O)c1nnn(-c2ccc(F)cc2)c1C	3%	.	12%
COc1cc2c(cc1OC)CN(CC(=O)Nc1ccccc1C(=O)NCc1ccccc1)CC2	12%[0.0935 µM]	0%	15µM*
Cc1ccc(S(=O)(=O)CCC(=O)OCc2ccc(Cl)c(Cl)c2)cc1	1%	4%	8%
COc1ccccc1C(=O)Nc1ccc(NC(=O)c2ccco2)c(C)c1	-6%	24%	?
COC(=O)c1cc2ccsc2n1Cc1nc(-c2ccc(Cl)cc2)oc1C	3%	6%	?
O=C(CSc1ccc2ccccc2c1)NCCc1ccc(O)c(O)c1	-5%	-8%	23µM*
Cc1ccc(CNc2ccc3c(c2)ncn3C(C)C)cc1	.	12%	13µM*
Cn1cncc1C#Cc1c(-c2ccc(S(C)(=O)=O)cc2)sc2ccccc12	0%	.	12µM*
Cc1cccc[n+]1CC(=O)c1ccccc1	.	-2%	1%
CCCNC(=O)c1c(N)n(-c2ccc3c(c2)OCO3)c2nc3ccccc3nc12	-4%	9%	15µM*
SMILES	TDP1 inh	N370S GC mod	TDP1 cell noCPT
O=C(Nc1ccc(N2CCOCC2)c(Cl)c1)c1cc(F)c(F)cc1Cl	3%	1%	?
O=C(Nc1ccccc1)NN(C(=O)CCl)c1ccccc1	18%	-8%	3.3µM*
NS(=O)(=O)c1ccc(NC(=S)NC(=O)c2cccs2)cc1	5%	-11%	-25%
Cc1ccc(C(C)NC(=S)NCc2ccc(F)cc2)c(C)c1 (configuration not stated)	2%	-1%	16µM*
CCc1ccc(S(=O)(=O)NC(CC(=O)O)c2ccccc2)cc1 (configuration not stated)	2%	-19%[2.35 µM]	-11%
CCOC(=O)C1CCN(CCC(=O)Nc2ccccc2)CC1	2%	6%	0%
NNc1nc2cccnc2n(CCNc2ncc(C(F)(F)F)cc2Cl)c1=O	4%	-2%	?
COc1cccc(C(=O)N/N=C2\SCC(=O)N2Cc2ccc3c(c2)OCO3)c1	0%	-12%	-11%
CCOC(=O)C1CCN(C(=O)CN(c2cccc(OC)c2)S(=O)(=O)c2ccccc2)CC1	-3%	0%	-30%
O=C(COC(=O)/C=C/c1ccccc1)NCc1ccccc1Cl	2%	-6%	4%
CCOc1ccc(S(=O)(=O)NCCc2csc(-c3ccc(Cl)cc3)n2)cc1	2%	.	5.8µM*
C(=C\c1nc(-c2ccccc2)no1)/c1ccccc1	.	5%	8%
CCOC(=O)c1ccc(NC(=O)CN2C(=O)CSC(C)C2=O)cc1 (configuration not stated)	3%	1%	-1%
COCCCNc1ncnc2c1sc1nc(-c3ccco3)c3c(c12)CC(C)(C)OC3	3%	-1%	15µM*
O=C(C[n+]1cc(-c2ccccc2)n2c1CCC2)N1c2ccccc2Sc2ccccc21	3%	7%	2.6µM*
COCCN(C(=O)Cn1nnc2ccccc21)C(C(=O)NC1CCCC1)c1ccc(OC)cc1OC (configuration not stated)	0%	-1%	-13%
C/C(Cl)=C/CSc1nc2c(c(=O)[nH]c(=O)n2C)n1C(C)C	2%	10%	16µM*
COc1ccc(C(=O)NC2CCN(CC(=O)Nc3cccc(C)c3)CC2)cc1OC	-2%	-2%	-21%
COc1ccc(-c2cc(-c3n[nH]c(=S)n3-c3ccccc3OC)[nH]n2)cc1	5%	?	-14%
O=C(O)C(CCCCN1C(=O)C2C3C=CC(C3)C2C1=O)N1C(=O)C2C3C=CC(C3)C2C1=O (configuration not stated)	-2%	-15%	-10%
O=C(c1ccccc1)c1c[nH]c(C(=O)NNc2ccccc2)c1	7%	4%	-16%
Cc1ccc(CN(Cc2cccnc2)C(=S)Nc2cc(Cl)ccc2C)cc1	3%	27%	?
O=C(CCc1ccc(S(=O)(=O)NC2CCCCC2)cc1)NCc1cccnc1	-3%	14%	-8%
CCOCCCNC(=O)c1cc2c(=O)n(C)c3ccccc3c2n1C	0%	.	?
O=C(CSc1nc2ccccc2nc1Cc1ccccc1)Nc1ccccc1C(F)(F)F	3%	.	-12%

Reprinted at random: seven entries already listed
SMILES	TDP1 inh	N370S GC mod	TDP1 cell noCPT
CCOc1ccc(S(=O)(=O)NCCc2csc(-c3ccc(Cl)cc3)n2)cc1	2%	.	5.8µM*
O=C(Nc1ccccc1)NN(C(=O)CCl)c1ccccc1	18%	-8%	3.3µM*
O=C(O)C(CCCCN1C(=O)C2C3C=CC(C3)C2C1=O)N1C(=O)C2C3C=CC(C3)C2C1=O (configuration not stated)	-2%	-15%	-10%
CCOC(=O)C1CCN(CCC(=O)Nc2ccccc2)CC1	2%	6%	0%
C/C(Cl)=C/CSc1nc2c(c(=O)[nH]c(=O)n2C)n1C(C)C	2%	10%	16µM*
CCOCCCNC(=O)c1cc2c(=O)n(C)c3ccccc3c2n1C	0%	.	?
O=C(COC(=O)/C=C/c1ccccc1)NCc1ccccc1Cl	2%	-6%	4%

An excerpt from above in order of number of heavy atoms, highest first:
SMILES	TDP1 inh	N370S GC mod	TDP1 cell noCPT
NNc1nc2cccnc2n(CCNc2ncc(C(F)(F)F)cc2Cl)c1=O	4%	-2%	?
CCc1ccc(S(=O)(=O)NC(CC(=O)O)c2ccccc2)cc1 (configuration not stated)	2%	-19%[2.35 µM]	-11%
CC(C)(C)c1ccc(C(=O)NCC(=O)O)cc1	-5%	-4%	-1%

Following part
SMILES	TDP1 inh	N370S GC mod	TDP1 cell noCPT
O=C(C1Cc2ccccc2CN1S(=O)(=O)c1cccs1)N1CCCCC1 (configuration not stated)	7%	12%	-18%
CCOc1ccc(C2C(C(=O)c3cccs3)=C(O)C(=O)N2CCN2CCOCC2)cc1 (configuration not stated)	.	-21%	-15%
COc1ccc(/C=N\NC(=O)C2CCCC2)cc1Br	-3%	-10%	8%
Oc1ccc(C2C[C@H]3CC[C@@H]2C3)cc1O (some centres not stated)	.	-6%	?
COc1ccc(/C=C2\SC(=O)N(CC(=O)NNC(=O)c3ccccc3O)C2=O)cc1OC	0%	-17%	?
COC(=O)c1cc2c(C)c(C)c3ccccn3c-2c1C(=O)OC	4%	4%	?
O=C1COc2ccc(C(=O)CSc3nnc(-c4cccs4)n3Cc3ccccc3)cc2N1	4%	0%	?
COc1ccc(CNC(=O)C2=CC(c3ccc(OC)cc3)=NS(=O)(=O)N2C)cc1	.	-1%	-17%
CCS(=O)(=O)N1CCC(C(=O)NCCCN2CCCCCC2)CC1	8%	-4%	0%
Cn1c(CC(=O)Nc2ccccc2)nnc1SCCOc1ccccc1	3%	-2%	?
CCOC(=O)C1CCCN(Cc2ccccc2OCC)C1 (configuration not stated)	-2%	-16%	-26%
CNc1nc(-c2ccccc2Cl)nc2ccccc12	.	?	-23%
COc1cc(C#CC#CCN2CCCCC2)ccc1O	10%	-9%	?
COc1ccc(-n2nc3cc(N)c(Br)cc3n2)cc1	.	6%	-20%
COc1ccc(-c2cc3nc(C4CCN(C(=O)OC(C)(C)C)CC4)c(C(=O)Nc4cc(C)cc(C)c4)cn3n2)cc1	1%	.	16µM*
N=C1C(c2nc3ccccc3s2)=C(O)CN1C1CCCCC1	-7%	16%	-14%
CCC1CC=CC2C1C(=O)N(Cc1ccccc1)C2c1ccc(C(F)(F)F)cc1 (configuration not stated)	-8%	-2%	.
NNc1nc2sc3c(c2c(=O)[nH]1)CCc1ccccc1-3	3%	6%	?
COc1ccc(CCNC(=O)C(C)SCc2ccccc2)cc1 (configuration not stated)	8%	-5%	1%

Screening data from PubChem BioAssay.
